# OX1R antagonist: OX1R (HCRTR1) antagonists, primary screen, fluorescence, CHO/OX1R cells, Fluo-8 calcium, orexin A. Orexin/Hypocretin receptor type 1 (Homo sapiens), O43613. Fluo-8 calcium fluorescence. inhibition, % at 5 µM. hit rate 0.43% among 330,000;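 active = inhibition above its plate's threshold, mean inhibition of all tested compounds on the plate plus 3 SD, cut at about 37% in these data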;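 also: 0% = orexin A challenge wells and 100% = SB-334867-A antagonist wells; not every result past the cut was called active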
# Target sequence (O43613 whole entry, looked up): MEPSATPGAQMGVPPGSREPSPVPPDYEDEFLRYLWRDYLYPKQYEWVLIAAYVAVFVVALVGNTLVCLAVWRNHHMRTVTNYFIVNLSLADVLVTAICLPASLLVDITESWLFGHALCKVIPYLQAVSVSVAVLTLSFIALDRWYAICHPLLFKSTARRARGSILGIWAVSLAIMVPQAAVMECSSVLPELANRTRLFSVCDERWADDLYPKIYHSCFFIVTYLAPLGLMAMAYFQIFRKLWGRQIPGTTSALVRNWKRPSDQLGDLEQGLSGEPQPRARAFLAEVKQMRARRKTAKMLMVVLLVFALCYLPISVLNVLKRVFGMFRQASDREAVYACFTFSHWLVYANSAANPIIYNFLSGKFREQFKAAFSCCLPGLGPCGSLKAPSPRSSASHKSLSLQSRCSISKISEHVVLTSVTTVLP
# CHT allo act: CHT positive allosteric modulators, primary screen, cell-based, membrane potential dye, choline EC20 | High affinity choline transporter 1 (Homo sapiens), Q9GZV3 | CHT-expressing cells; active compounds read high; LV-AA mutant CHT in HEK293 cells | AID 488977, 2010 | hit rate 0.49% among 310,000 | B-score at 10 µM;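 active = initial fluorescence not abnormally high and integrated response B-score, plate-corrected, over 3 SD above library mean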
# Target sequence (Q9GZV3 whole entry, looked up): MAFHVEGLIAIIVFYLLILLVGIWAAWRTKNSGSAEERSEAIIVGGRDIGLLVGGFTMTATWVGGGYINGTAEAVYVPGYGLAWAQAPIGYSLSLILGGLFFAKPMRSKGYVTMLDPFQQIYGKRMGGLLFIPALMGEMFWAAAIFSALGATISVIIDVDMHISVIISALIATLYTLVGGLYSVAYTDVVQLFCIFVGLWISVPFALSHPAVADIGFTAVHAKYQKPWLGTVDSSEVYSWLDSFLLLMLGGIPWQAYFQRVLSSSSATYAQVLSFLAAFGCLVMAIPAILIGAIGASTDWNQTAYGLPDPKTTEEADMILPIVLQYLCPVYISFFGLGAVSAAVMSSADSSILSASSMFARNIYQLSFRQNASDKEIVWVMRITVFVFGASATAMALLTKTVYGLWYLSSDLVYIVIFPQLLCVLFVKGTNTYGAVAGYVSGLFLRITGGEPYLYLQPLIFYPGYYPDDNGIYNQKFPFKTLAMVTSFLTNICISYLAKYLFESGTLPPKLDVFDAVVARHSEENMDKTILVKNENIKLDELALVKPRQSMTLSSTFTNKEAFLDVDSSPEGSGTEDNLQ
# * = called active by the depositor; i = inactive; · = no result given.
# Below each SMILES – OX1R antagonist	CHT allo act
Cc1cc(N2C(=O)C(=O)/C(=C(/O)c3ccc(F)cc3)C2c2cccc(Br)c2)no1 (configuration not stated)
  -24	i
Cc1ccc(-c2cc(C(=O)O)c3cc(Br)ccc3n2)o1
  4	i
CCCCn1c(SCC(N)=O)nc2ccc(N3CCOCC3)cc2c1=O
  -18	i
CC1CCCCC1NC(=O)/C=C/c1nc2ccccc2s1 (configuration not stated)
  -25	i
Cc1cc(C)nc(NS(=O)(=O)c2ccc(NC(=O)CN3C(=O)c4ccccc4C3=O)cc2)n1
  3	i
O=C(C1CC1)N1CCc2cc(S(=O)(=O)NCC3COc4ccccc4O3)ccc21 (configuration not stated)
  -30	i
O=C(/C=C/c1cccc(F)c1)OCC(=O)N1CCCC1
  -30	·
CCOc1ccc(NC(=O)C2CC(=O)N(c3ccccc3F)C2)cc1 (configuration not stated)
  -27	i
O=C(CS(=O)(=O)c1cn(CC(=O)N2CCCC2)c2ccccc12)Nc1ccccc1F
  -8	i
CCS(=O)(=O)N1N=C(c2cccc(NS(C)(=O)=O)c2)CC1c1ccccc1 (configuration not stated)
  -32	i
COc1ccc(F)cc1S(=O)(=O)NCc1ccccc1
  -2	i
CCOC(=O)C1=CC[C@@H](c2ccccc2Cl)N(S(=O)(=O)c2ccc(C)cc2)[C@H]1C(=O)OCC
  60*	·
CC(=O)OCc1nc2sc(C)c(C)c2c(=O)[nH]1
  -5	i
O=C(N1CCOCC1)N1CCN(S(=O)(=O)N2CCOCC2)CC1
  -7	i
CC(NS(=O)(=O)c1ccccc1)C(=O)NC1CCCC1 (configuration not stated)
  -10	i
O=c1[nH]c2cc3c(cc2cc1C(c1nnnn1Cc1ccccc1)N1CCCCCC1)OCCO3 (configuration not stated)
  -3	i
COc1ccccc1NS(=O)(=O)c1cc([N+](=O)[O-])ccc1N/N=C/c1sc(N2CCOCC2)nc1-c1ccccc1
  27	i
CC1CCCC(NC(=O)COC(=O)Cc2c[nH]c3ccccc23)C1C (configuration not stated)
  -3	i
CCC(NC(=O)COc1cc2c(c3oc(=O)c(C)c(C)c13)CCC(C)(C)O2)C(=O)O (configuration not stated)
  -2	i
COc1cc(C(c2nnnn2C2CCCC2)N2CCN(C)CC2)cc(OC)c1OC (configuration not stated)
  -14	i
O=c1cc(-c2ccc(O)cc2)oc2cc(O)c(C3OC(CO)C(O)C(O)C3O)c(O)c12 (configuration not stated)
  4	i
CN=C1SC(CC(=O)Nc2cccc(C(F)(F)F)c2)C(=O)N1C (configuration not stated)
  -5	i
O=C(OCc1c(-c2ccccc2)ncc2ccccc12)c1cccs1
  -12	·
CCOc1ccc(CCNC(=O)COC(=O)c2nccnc2N)cc1OCC
  -18	i
COc1cc(SC)ccc1C(=O)NC1CCCCC1
  -39	i
CCc1ccc(CNc2ccc(N3CCN(C(C)=O)CC3)cc2)cc1
  -38	i
CCc1ccc(-c2nn(-c3ccccc3C)cc2C(=O)N2CCN(C3CCS(=O)(=O)C3)CC2)cc1 (configuration not stated)
  -20	·
COc1ccc(N2CC(C(=O)NCc3ccco3)CC2=O)cc1 (configuration not stated)
  -4	i
Cn1c(=O)[nH]c(=O)c2c1nc(SCC(=O)O)n2CCCc1ccccc1
  -7	i
CN(Cc1cccc2ccccc12)C(=O)c1cc(COc2c(F)cccc2F)on1
  -19	i
C[C@H](CO)N1C[C@H](C)[C@@H](CN(C)C(=O)Nc2ccc(C(F)(F)F)cc2)Oc2ccc(NC(=O)Nc3ccc(C(F)(F)F)cc3)cc2C1=O
  -5	·
COc1ccc(OC)c(NC(=O)C(CC(=O)O)Cc2ccc(Cl)cc2)c1 (configuration not stated)
  -32	i
O=C(NCCO)C(=O)NCC1OCCCN1S(=O)(=O)c1cccs1 (configuration not stated)
  -10	i
CN1CCN(NC(=S)NC(C)(C)CC(C)(C)C)CC1
  -21	i
COc1ccc(C(=O)COc2cccc(NC(=O)c3ccco3)c2)cc1
  -7	i
COc1ccc(-c2cn3cc(C)ccc3n2)cc1F
  -31	i
C/C(N)=C(\C#N)C(=O)NCc1ccccn1
  -4	i
Cc1ccc(-c2cc(C(=O)N/N=C/c3ccco3)n[nH]2)s1
  -10	i
C=CCNc1ncnc2sc(SC)nc12
  -7	i
O=C(NCCN1CCOCC1)c1ccc(Cl)cc1[N+](=O)[O-]
  -11	i
CC1(C(=O)Nc2nc3ccccc3s2)CC1(Br)Br (configuration not stated)
  ·	i
Cc1c(C(=O)N/N=C/C(C)C)[nH]c2ccc([N+](=O)[O-])cc12
  -18	i
O=C(CN1CCCC1)Nc1c(Cl)cccc1Cl
  -9	i
COc1cc2c(cc1OC)CN(C(=O)C1CCCN1S(=O)(=O)c1ccc(F)cc1)CC2 (configuration not stated)
  -23	i
CC(=O)Nc1ccc(Cl)cc1C1COC(=O)C1=N (configuration not stated)
  6	i
C/C(CC(=O)N1CCN(C=O)CC1)=N\NC(=O)c1cc2ccccc2cc1O
  0	i
COc1ccc(CCNC(=O)C2CC3Cn4c(nc5ccccc54)C3N2Cc2ccccc2)cc1 (configuration not stated)
  -27	i
O=C(NNS(=O)(=O)c1ccccc1)c1ccc([N+](=O)[O-])cc1
  -10	i
COc1cccc(NC(=O)[C@H](CC(C)C)NC(=O)[C@@H]2Cc3ccccc3CN2)c1
  -18	i
CN1C2CCC1CC(NC(=O)CSc1ccc(C(C)(C)C)cc1)C2 (configuration not stated)
  -7	i
Cc1ccc(NC(=O)Nc2ccc3c(c2)N(C)C(=O)CS3)nc1
  -19	i
Cc1nc2sccn2c(=O)c1S(=O)(=O)NCC1CCN(Cc2ccccc2Cl)CC1
  -3	i
CCOC(=O)CSc1nnc(CNC(=O)c2cccs2)n1-c1cccc(C)c1
  -19	i
OC(CNCCc1ccccc1)COc1ccc(OCC(O)CNCCc2ccccc2)cc1 (configuration not stated)
  -29	i
O=C(NCCS(=O)(=O)N1CCN(c2cccc(Cl)c2)CC1)c1ccc2c(c1)OCO2
  -27	i
Cc1cc(C)cc(NC(=O)C2CCN(C(=O)[C@@H]3Cc4ccccc4CN3)CC2)c1
  -15	i
COCCNC(=O)C(=O)NNS(=O)(=O)c1ccc(Cl)cc1
  -16	i
CCOC(=O)c1c(O)cc(OC)cc1CCc1ccccc1
  -22	·
CN1CCN(c2ccc(S(=O)(=O)N3CCCCC3)cc2N)CC1
  -1	·
CCCOc1ccc(C(=O)NNC(=O)CCNC(=O)c2ccccc2Cl)cc1OC
  -18	i

# Entries listed so far that have a thiophene ring, fused or not:
# Below each SMILES – OX1R antagonist	CHT allo act
CC(=O)OCc1nc2sc(C)c(C)c2c(=O)[nH]1
  -5	i
O=C(OCc1c(-c2ccccc2)ncc2ccccc12)c1cccs1
  -12	·
O=C(NCCO)C(=O)NCC1OCCCN1S(=O)(=O)c1cccs1 (configuration not stated)
  -10	i
Cc1ccc(-c2cc(C(=O)N/N=C/c3ccco3)n[nH]2)s1
  -10	i
CCOC(=O)CSc1nnc(CNC(=O)c2cccs2)n1-c1cccc(C)c1
  -19	i

# Further results
# Below each SMILES – OX1R antagonist	CHT allo act
COc1ccccc1CN(Cc1nc2ccccc2c(=O)[nH]1)S(=O)(=O)c1ccc(C)cc1
  -9	i
COc1ccc(OC)c(/C=C/C(=O)N2CCN(S(=O)(=O)c3ccc(C)cc3C)CC2)c1
  9	·
Cc1ccc(C(=O)NCCCCNC(=O)c2ccc(C)o2)o1
  -14	i
NC(=O)N/N=C/c1ccccc1OCC(=O)NCc1ccccc1
  -10	i
COC(=O)CSc1nc(-c2ccccc2)c2c(c1C#N)CCCC2
  -19	i
COc1ccc(C(=O)c2sc3nc(-c4ccccc4)ccc3c2N)cc1OC
  8	i
COc1ccccc1CC(=O)NCCN1CCCCC1
  -3	i
CCCOC(=O)CSc1nnc(-c2cc(OC)c(OC)c(OC)c2)o1
  -22	i
O=C(C[n+]1ccc(C(=O)N/N=C/c2ccc(Cl)cc2Cl)cc1)c1ccccc1
  -10	i
N#CCC(=N)N1CCN(c2ccccc2)CC1
  -21	i
C[C@H]1O[C@@H](O[C@H]2CC[C@@]3(C)C(CC[C@]4(C)C3C=C[C@]35OC[C@@]6(CCC(C)(C)C[C@H]63)[C@@H](O)C[C@]54C)[C@]2(C)CO)[C@H](O)[C@@H](O[C@@H]2O[C@H](CO)[C@@H](O)[C@H](O)[C@H]2O)[C@H]1O (some centres not stated)
  31	·
CC(=O)c1ccccc1NC(=O)COC(=O)/C=C/c1cccs1
  -18	i
Cc1cccc(NS(=O)(=O)c2ccc(C(=O)NCC3CCCO3)cc2)c1C (configuration not stated)
  -12	i
COc1ccc(CNC(=O)CSc2nc3nc(C)cc(C)n3n2)cc1
  -11	i
O=C(c1cc(-c2ccccn2)nc2c(Cl)cccc12)N1CCN(C(=O)C2CCCO2)CC1 (configuration not stated)
  -36	i

# With a hit mark in OX1R antagonist, of those listed so far:
structure | OX1R antagonist
CCOC(=O)C1=CC[C@@H](c2ccccc2Cl)N(S(=O)(=O)c2ccc(C)cc2)[C@H]1C(=O)OCC | 60*

# Other results follow.
# Below each SMILES – OX1R antagonist	CHT allo act
Cc1ccc(NC(=O)c2ccc(=O)[nH]c2)cc1S(=O)(=O)N1CCCCC1
  -3	i
CCOc1ccccc1C(=O)N1CCC(n2nnc3cc(C)ccc32)CC1
  -27	i
N#Cc1c(-n2cccc2/C=N/O)sc2c1CCCC2
  -14	i
CCN(CC)C(=O)c1sc2nc(-c3ccc(OC)cc3)cn2c1C
  -18	i
CCOc1cc(CNC2CCCC2)c(Cl)cc1OCC(=O)Nc1ccccc1
  5	i
COCCNC(=O)C(c1ccc(F)cc1)N(C(=O)CCC(=O)Nc1nccs1)c1ccc(C)cc1 (configuration not stated)
  -35	i
Cc1ccc(SCC(=O)NCc2ccncc2)cc1
  -7	i
CCN1C(=O)c2ccccc2S(=O)(=O)c2ccc(C(=O)NCCOC)cc21
  -14	i
CC(NC(=O)c1ccco1)C(=O)Nc1nc(-c2ccccn2)cs1 (configuration not stated)
  -5	i
CSCCC(NC(=O)c1cc([N+](=O)[O-])cc([N+](=O)[O-])c1)c1nc2ccccc2[nH]1 (configuration not stated)
  -10	i
NC(=O)c1ccsc1NC(=O)COC(=O)Cc1ccsc1
  11	i
CC(C)c1nc2cc(C(=O)N(C)Cc3ccc(F)cc3)ccc2o1
  -8	i
O=C(CN(Cc1ccc(F)cc1)C(=O)CCC(=O)Nc1nccs1)NCc1ccc(F)cc1
  -21	i
Cn1c(C=O)c(-c2ccc3c(c2)OCCO3)c2ccccc21
  -20	·
C=CCOC(=O)C1=C[C@H](c2coc3ccccc3c2=O)C[C@H](OCCCCO)O1
  -31	i
O=C(CSc1nnc(COc2cccc3cccnc23)o1)N1CCN(C(=O)c2ccco2)CC1
  0	i
O=C(NCC(c1cccs1)N1CCOCC1)c1ccc(Cl)c(S(=O)(=O)N2CCOCC2)c1 (configuration not stated)
  -14	i
COCCNC(=O)c1cn(C)c(=O)c2cc(OC)c(OC)cc12
  -9	i
O=C(OCn1nnc2ccccc2c1=O)C12CC3CC(CC(O)(C3)C1)C2
  -17	i
N=c1c2c(n(Cc3ccc(F)cc3)c3c1CCC3)CCCC2
  -10	i
COc1ccc(CCNC(=O)C2CCCN(Cc3nc(-c4cccc(Cl)c4)oc3C)C2)cc1OC (configuration not stated)
  -16	i
COc1ccc(CCNC(=O)c2cc(-c3ccncc3)nc3ccc(S(=O)(=O)N4CCOCC4)cc23)cc1OC
  -14	i
O=C(Nc1nnc(-c2ccc(F)cc2)o1)c1ccc(S(=O)(=O)N2CCOCC2)cc1
  13	i
Cc1ccc(SC(c2ccc(C)cc2)C(Cn2cncn2)C(=O)c2ccccc2)cc1 (configuration not stated)
  -35	i
Cc1noc(C)c1NC(=O)Nc1ccc2c(c1)C(=O)N([C@H](C)CO)C[C@H](C)[C@@H](CN(C)S(=O)(=O)c1cccs1)O2
  3	·
NS(=O)(=O)c1ccc(NC(=O)COC(=O)c2cc3ccccc3oc2=O)cc1
  -3	i
CC(C)(C)c1ccc(C(=O)Nc2ccc(O)c3c(=O)cc(-c4ccccc4Cl)oc23)cc1
  -16	i
COc1ccc(C(=O)NCc2cccnc2)cc1OC
  -9	i
COC(=O)c1sc(NC(=O)C2CCCCC2C(=O)O)c(C(=O)OC)c1C (configuration not stated)
  -10	i
Cc1onc(C(=O)N2CCC(C(N)=O)CC2)c1-c1ccccc1Cl
  -16	i
COCC(C)NCc1ccc(C)cc1C (configuration not stated)
  4	i
COc1ccc(N(CC(=O)NCc2ccc(F)cc2)S(=O)(=O)c2c(C)n[nH]c2C)cc1
  -12	i
CC(C)c1ccc(OCC(O)CNC(C)c2ccccc2)cc1 (configuration not stated)
  -17	i
CCCN(CC(=O)Nc1ccccc1C)C(=O)c1ccc(C2SCCS2)cc1
  -31	i
Cc1ccn2nc(C(=O)OCC(=O)N(CC(C)C)C3CCS(=O)(=O)C3)nc2n1 (configuration not stated)
  -9	·
Cc1ccc(-c2cc(C(=O)Nc3ccc(S(=O)(=O)Nc4ncccn4)cc3)[nH]n2)c(O)c1C
  -11	i
O=C(CSc1nnc(CNC(=O)c2cccs2)o1)NC1CCCCC1
  -30	i
C#CCOCCOCCOCCNc1nc(N2CCOCC2)nc(N2CCN(C(=O)[C@H](Cc3ccc(O)cc3)n3cc([C@@H](N)CC(C)C)nn3)CC2)n1
  11	i

# Full records as entered above. Order of values: OX1R antagonist | CHT allo act
# `Cc1ccn2nc(C(=O)OCC(=O)N(CC(C)C)C3CCS(=O)(=O)C3)nc2n1` (configuration not stated) in the list: -9 | ·
# `O=C(CSc1nnc(CNC(=O)c2cccs2)o1)NC1CCCCC1` in the list: -30 | i

# Look-ups from above.
# For OX1R antagonist, `C/C(N)=C(\C#N)C(=O)NCc1ccccn1` is listed with -4
# For OX1R antagonist, `CSCCC(NC(=O)c1cc([N+](=O)[O-])cc([N+](=O)[O-])c1)c1nc2ccccc2[nH]1` (configuration not stated) is listed with -10
